Lipid droplet – inhibitors of hepatocyte lipid droplet formation, primary screen, imaging, high-throughput imaging, BODIPY stain | AML12 mouse hepatocytes, oleate lipid droplets | AID 1656, 2009 | 240,000 compounds, 0.4% hits | inhibition, % at 6.5 µM;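 active = lipid droplet intensity inhibited by at least 50%, with more than 500 cells counted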
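Test system: AML12 mouse liver cells; schedule: overnight exposure; technique: high-content imaging of BODIPY-stained droplets and DAPI nuclei; read-out: % inhibition of corrected integrated BODIPY droplet signal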
T cell modulator – modulators of CD8 T cell-vesicle binding, primary screen, mouse 2C CD8+ T cells, flow cytometry. 2C CD8+ T cell-vesicle binding; stronger effect = lower value. calls only at 7 µM. 330,000 compounds, 0.068% hits;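 active = response, share of CD8 T cells binding vesicles, and their 90th percentile fluorescence all below set limits, cut at about 80% in these data, passing the limit was not always enough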
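Test system: purified 2C TCR transgenic mouse naive CD8+ T cells. Probe or stimulus: QL9-peptide-loaded Drosophila micro-vesicles bearing Ld, ICAM-1 and B7-1. Incubation: binding step 1.5 h, 37 °C, antibody labelling 20 min, ice. Measured by: flow cytometry of vesicle-bound cells.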
WT yeast gro inh – growth inhibition of WT strain, primary screen, mitochondrial fusion inhibitor project, WT and mutant strains, chemical genetic; mitochondrial fusion phenotypic screen; inhibition, % at 10 µM; 190,000 compounds, 2.1% hits; in the data active = inhibition above about 58%; tested in S. cerevisiae
Myeloid diff MLP – induction of myeloid progenitor differentiation, primary screen, cell-based, flow cytometry, MLPCN library; ER-HoxA9 myeloid progenitors, lysozyme-GFP differentiation; calls only at 10 µM; 360,000 compounds, 1% hits; AID 624256, 2012;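 active = normalized GFP-positive differentiation at or above the plate's own cutoff, the solvent-only control mean plus 3 SD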;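 also: cells exposed to compound for four days before flow analysis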
Autophagy mod – autophagy modulators in MEF cells, primary screen, imaging, high-content, MEF GFP-LC3. MEF GFP-LC3 puncta imaging; test concentration mostly 10 µM. calls only at 10 µM (by protocol). 190,000 compounds, 0.98% hits;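 active = percentage of spot-positive cells more than 3 SD above its plate mean, without a fluorescence outlier flag or 80% toxicity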;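 also: spot-positive cell cutoff set from DMSO-treated cells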
West Nile antiviral – West Nile virus antiviral activity, cell-based, CPE readout (AID 1621); West Nile virus-infected cells, CPE inhibition; higher % means a stronger effect; CPE inhibition, % at 10 µM, or IC50 in µM where a hit was titrated; 290,000 compounds, 0.02% hits; in the data active = a potency from the dose series; also: strong numbers were not always called active
MT stabilize HCS – microtubule stabilizers in HeLa cells, primary screen, imaging, high-content imaging | HeLa tubulin immunostaining HCS, 24 h; share of cells brighter than vehicle mean+2SD | % tubulin-high responders, % at 10 µM | 200,000 compounds, 0.83% hits | AID 2205, 2009;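 active = plate Z-score above 3 for both tubulin-high and condensed-nucleus cell shares, with cell loss under 80%, at 10 µM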;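 also: anti alpha tubulin signal scored within the nucleus-defined area of each cell; some results filed as inactive read as strong as hits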
bCat nuc transl – modulators of beta-catenin nuclear translocation, primary screen, imaging, HeLa cells, immunofluorescence, high-content; AID 1665, 2009; nuclear translocation activity, % at 5 µM; 190,000 compounds, 0.3% hits;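 active = nuclear translocation activity above 50% at 5 µM, with a well cell count of 50 or more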;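 also: per-cell ratio of nuclear to cytoplasmic median beta-catenin stain intensity; plate controls were DMSO negative control for no effect and GSK-3 inhibitor IX positive control for full effect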
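Test system: HeLa cells, endogenous beta-catenin; Compound: single 5 µM dose plus 0.02–20 µM confirmation series; Times: compound exposure 24 h at 37°C; Signal: fluorescence imaging of beta-catenin antibody stain plus DAPI; Read-out: % activation, nuclear-to-cytoplasmic median beta-catenin signal ratio per cell.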
Insulin prom up – insulin promoter activators in MIN6 cells, imaging, high-content screening, mouse beta cells | MIN6 insulin promoter-GFP reporter; stronger effect = higher value | z-score at 5 µM | 190,000 compounds, 0.3% hits;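 active = z-score above 3 at 5 µM with at least 500 cells counted in the well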
WT yeast gro inh mutant strain – second read-out of WT yeast gro inh, no call of its own (marks repeat the call); inhibition, %; mitochondrial fusion phenotypic screen, mutant strain inhibition
Insulin prom up cell count – recorded beside Insulin prom up, whose call it bears; cell count; measured here: cytotoxicity, nuclei count;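 total cells summed across four imaged fields per well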
Lipid droplet cells 6.5 µM – recorded beside Lipid droplet, whose call it bears; cell count; measured here: cell count, cytotoxicity flag;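 cells counted across two imaged fields per well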
bCat nuc transl cell count 5 µM – second read-out of bCat nuc transl, no call of its own (marks repeat the call); cell count; measured here: cell count, cytotoxicity flag
T cell modulator vesicle-bound % – further read-out of T cell modulator, marked with its call; double positive events, %; measured here: CD8+ vesicle-bound cell fraction;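 binding gate set so that unloaded-vesicle control wells show 10% double positive cells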
MT stabilize HCS Hoechst-high % – second read-out of MT stabilize HCS, no call of its own (marks repeat the call); % Hoechst-high responders; measured here: nuclear condensation Hoechst responders;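 share of cells brighter than vehicle mean plus two SD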
MT stabilize HCS cytotoxicity % – recorded beside MT stabilize HCS, whose call it bears; toxicity, %; measured here: cytotoxicity by cell density;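 0% = mean cell density of plate MIN control wells and 100% = no cells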
Autophagy mod cell loss 18 h – recorded beside Autophagy mod, whose call it bears; toxicity, %; measured here: cell loss, nuclei count;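 cell loss after 18 h compound exposure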
Myeloid diff MLP GFP+ MAC1+ % – also measured in Myeloid diff MLP; calls as there; GFP+ MAC1+ double positive, %; measured here: differentiation confirmed by MAC1 staining
Numbers without * were called inactive; i = inactive; · = no result given.

| Compound | Lipid droplet | Lipid droplet cells 6.5 µM | T cell modulator | T cell modulator vesicle-bound % | WT yeast gro inh | WT yeast gro inh mutant strain | Myeloid diff MLP | Myeloid diff MLP GFP+ MAC1+ % | Autophagy mod | Autophagy mod cell loss 18 h | West Nile antiviral | MT stabilize HCS | MT stabilize HCS Hoechst-high % | MT stabilize HCS cytotoxicity % | bCat nuc transl | bCat nuc transl cell count 5 µM | Insulin prom up | Insulin prom up cell count |
| --- | --- | --- | --- | --- | --- | --- | --- | --- | --- | --- | --- | --- | --- | --- | --- | --- | --- | --- |
| CCOC(=O)C(CCc1nnc(N)s1)C(=O)OCC | · | · | i | 24 | -24 | 6 | i | 13 | i | 16 | 0.6% | 2.0 | 1.4 | 4.1 | 0.9 | 1116 | -0.11 | 999 |
| COc1ccc(CCN=C2SCC(=O)N2Cc2ccccc2)cc1OC | -27 | 654 | i | 57 | -8 | -9 | i | 0.1 | i | 8 | -0.9% | 3.0 | 1.9 | 5.6 | · | · | -1.4 | 1151 |
| COc1ccc(C2C(C#N)=C(N)N(c3cccnc3)C3=C2C(=O)CC(C)(C)C3)cc1OC (stereo unspecified) | 2 | 788 | i | 60 | -1 | -9 | i | 0.9 | i | 21 | -0.1% | 3.0 | 3.9 | 9.9 | -3.1 | 572 | 1 | 1213 |
| COc1ccc(N(CC(=O)NC2CCCC2)C(=O)Cn2nnc(-c3ccc(C)cc3)n2)cc1 | -4 | 702 | i | 36 | -1 | -10 | i | 5.7 | i | -5 | 0.0% | 2.4 | 1.0 | 5.1 | -2.1 | 1282 | · | · |
| CC(=O)c1ccc(-n2cc(-c3ccc(C(C)(C)C)cc3)[n+]3c2SCCC3)cc1 | 3 | 666 | i | 33 | 13 | 4 | i | 0.7 | i | -3 | -1.3% | 3.6 | 2.7 | 6.6 | 1.6 | 1087 | -2.7 | 531 |
| COc1ccc(N2CCN(CC(=O)NC(=O)NC(C)(C)C)CC2)cc1 | 1 | 660 | i | 51 | 15 | -5 | i | 0.7 | i | 10 | -0.2% | 3.6 | 1.9 | 1.6 | -1.6 | 1116 | -0.76 | 1614 |
| O=C1CCCc2oc3c(c21)CCCC3 | -2 | 659 | i | 54 | -5 | -22 | i | 0.1 | i | -3 | -0.1% | 4.9 | 2.4 | 7.0 | -0.1 | 1082 | -0.49 | 1193 |
| O=C1C2C3C=CC(C3)C2C(=O)N1c1cccc(-c2nc3ccccc3o2)c1 (stereo unspecified) | -20 | 816 | i | 19 | -2 | 4 | i | 1.0 | i | 7 | -0.2% | 3.1 | 1.8 | 12 | -0.3 | 1124 | 0.14 | 816 |
| COc1ccc(CNC(=O)C(=O)NCC2OCCN2S(=O)(=O)c2ccc(OC)cc2)cc1 (stereo unspecified) | 23 | 669 | i | 28 | · | · | i | 1.1 | · | · | -1.3% | · | · | · | · | · | · | · |
| O=c1[nH]ncc(N2CCN(Cc3ccccc3)CC2)c1Cl | 10 | 670 | i | 21 | -17 | -7 | i | 0.1 | i | -5 | -0.1% | 3.2 | 1.8 | 2.6 | -0.7 | 1495 | -0.98 | 1660 |
| CC1(C)Cc2c(cnn2-c2ccc(F)cc2)C(NC(=O)CCN2CCCC2=O)C1 (stereo unspecified) | -3 | 729 | i | 20 | · | · | i | 0.6 | · | · | -0.5% | · | · | · | · | · | · | · |
| O=C(Oc1ccc(C(=S)N2CCCCC2)cc1)c1ccccc1 | 3 | 751 | i | 31 | 38 | 8 | i | 0.2 | i | -6 | -1.0% | 2.5 | 1.3 | 14 | -0.8 | 1036 | 0.86 | 1450 |
| COc1cc(NC(=O)CN2CCN(c3ccccc3F)CC2)cc(OC)c1 | 14 | 814 | i | 40 | 17 | 7 | i | 1.1 | i | -11 | -0.3% | 3.1 | 2.3 | 7.2 | -0.6 | 1025 | -0.68 | 1209 |
| Cc1nn(C)c(C)c1NC(=O)c1ccc(S(=O)(=O)N(C)C)cc1 | -3 | 748 | i | 18 | -15 | -1 | i | 2.1 | i | 0 | -0.9% | 2.4 | 2.7 | 6.9 | · | · | -0.05 | 1262 |
| Cc1ccc(N(CC(=O)Nc2cccc(Cl)c2C)S(C)(=O)=O)cc1 | -1 | 871 | i | 43 | · | · | i | 0.4 | · | · | -1.2% | · | · | · | · | · | · | · |
| COc1ccc(OC)c(CNC(=O)c2cc(=O)[nH]c3ccc(S(=O)(=O)N4CCCC4)cc23)c1 | 1 | 660 | i | 1 | 14 | -14 | · | · | i | 11 | -0.3% | 2.5 | 1.5 | 10 | -5.2 | 1144 | -0.29 | 1544 |
| COc1ccc(Br)cc1C(=O)N/N=C/c1ccc2c(c1)n(C)c(=O)n2C | -5 | 689 | i | 53 | -6 | -14 | i | 0.1 | i | 5 | 0.0% | 4.3 | 2.9 | 11 | · | · | 0.61 | 1346 |
| COc1ccccc1CNc1nc2nc3c(c(=O)n2[nH]1)CCC3 | · | · | i | 13 | -5 | 0 | i | 3.1 | i | 12 | 0.2% | 5.1 | 2.0 | 9.7 | -3.4 | 925 | 0.02 | 1073 |
| Cn1cc(S(=O)(=O)N2CCN(C(=O)c3ccco3)CC2)c(=O)n(C)c1=O | · | · | i | 26 | 0 | 14 | i | 2.9 | i | 1 | -0.3% | 4.5 | 1.8 | 9.3 | -1.7 | 1181 | -0.59 | 989 |
| Cn1c(N)c(C(=O)CSc2ncn[nH]2)c(=O)n(C)c1=O | -5 | 711 | i | 17 | · | · | i | 0.6 | · | · | 0.1% | · | · | · | 0.1 | 1327 | -1.1 | 1233 |
| Cc1cc(C)cc(NC(=S)N2CCN(c3ncccn3)CC2)c1 | 10 | 652 | i | 56 | 5 | -5 | i | 0.5 | i | -9 | 0.5% | 3.9 | 2.5 | 7.0 | 2.7 | 1147 | 0.11 | 1445 |
| c1ccc2oc(-c3[nH]ncc3CN3CCSCC3)cc2c1 | -2 | 690 | i | 8 | -3 | 16 | i | 0.3 | i | -48 | -0.4% | 2.9 | 2.0 | 5.7 | -0.4 | 1080 | -0.8 | 1404 |
| CC1(C)CC(=O)C2=C(C1)N(N1CCOCC1)C(N)=C(C#N)C2c1cccs1 (stereo unspecified) | 16 | 754 | i | 5 | 9 | 28 | i | 0.4 | i | -5 | -0.4% | 2.8 | 2.3 | 2.9 | -5.0 | 554 | -0.07 | 1200 |
| O=C(Nc1ccc2c(c1)OCCO2)C1CCN(c2nnnn2-c2ccccc2)CC1 | · | · | i | 33 | 5 | -2 | i | 2.1 | i | 0 | -0.4% | 1.1 | 0.9 | 6.4 | -0.5 | 714 | 0.2 | 573 |
| Cc1ccccc1C(=O)NCc1ccncc1 | · | · | i | 36 | 18 | -7 | i | 0.8 | i | -17 | 0.1% | 2.5 | 2.4 | 2.3 | 0.5 | 1132 | -0.11 | 1222 |
| Cc1ccc(Cl)c(NC(=O)CN2CCN(C=O)CC2)c1 | 10 | 725 | i | 32 | -8 | 12 | · | · | i | -5 | -0.8% | 2.0 | 2.8 | 11 | -1.5 | 1048 | -0.26 | 1240 |
| CC(/C=C/c1ccc2c(c1)OCO2)=N\NC(=O)C(O)c1ccccc1 (stereo unspecified) | 5 | 639 | i | 26 | · | · | i | 1.1 | · | · | 0.3% | · | · | · | 0.2 | 1353 | -0.08 | 1357 |
| O=C1CCCC(=O)N1c1ccc(N2CCN(c3ccc([N+](=O)[O-])cc3)CC2)c([N+](=O)[O-])c1 | -1 | 704 | i | 46 | -1 | -5 | · | · | i | 21 | -0.8% | 5.0 | 1.9 | 6.3 | -1.0 | 1066 | -0.65 | 1456 |
| O=C(O)c1ccc(N2C(=O)CC(SC(=NCc3ccc4c(c3)OCO4)Nc3ccccc3)C2=O)cc1 (stereo unspecified) | -17 | 735 | i | 23 | · | · | i | 0.4 | · | · | 0.2% | · | · | · | -0.8 | 1406 | 0.42 | 1103 |
| CCC(C)C(=O)Nc1nnc(SCC(=O)N2C(C)CCCC2C)s1 (stereo unspecified) | -5 | 694 | i | 7 | · | · | i | 0.5 | · | · | -0.9% | · | · | · | · | · | · | · |
| CC(=O)Nc1ccc(S(=O)(=O)N2CCN(c3nc(C)cc(C)n3)CC2)cc1 | -1 | 799 | i | 37 | · | · | i | 0.3 | · | · | -0.9% | · | · | · | · | · | · | · |
| CCn1c(CNC(=O)c2cccs2)nnc1SCC(=O)NCCc1ccccc1 | -34 | 652 | · | · | -8 | -10 | i | 0.2 | i | 0 | -0.4% | 2.9 | 2.1 | 8.4 | -2.1 | 1118 | 0.1 | 1814 |

For reference, part of the list above:
| Compound | Lipid droplet | Lipid droplet cells 6.5 µM | T cell modulator | T cell modulator vesicle-bound % | WT yeast gro inh | WT yeast gro inh mutant strain | Myeloid diff MLP | Myeloid diff MLP GFP+ MAC1+ % | Autophagy mod | Autophagy mod cell loss 18 h | West Nile antiviral | MT stabilize HCS | MT stabilize HCS Hoechst-high % | MT stabilize HCS cytotoxicity % | bCat nuc transl | bCat nuc transl cell count 5 µM | Insulin prom up | Insulin prom up cell count |
| --- | --- | --- | --- | --- | --- | --- | --- | --- | --- | --- | --- | --- | --- | --- | --- | --- | --- | --- |
| O=C1C2C3C=CC(C3)C2C(=O)N1c1cccc(-c2nc3ccccc3o2)c1 (stereo unspecified) | -20 | 816 | i | 19 | -2 | 4 | i | 1.0 | i | 7 | -0.2% | 3.1 | 1.8 | 12 | -0.3 | 1124 | 0.14 | 816 |
| COc1ccc(CNC(=O)C(=O)NCC2OCCN2S(=O)(=O)c2ccc(OC)cc2)cc1 (stereo unspecified) | 23 | 669 | i | 28 | · | · | i | 1.1 | · | · | -1.3% | · | · | · | · | · | · | · |
| O=c1[nH]ncc(N2CCN(Cc3ccccc3)CC2)c1Cl | 10 | 670 | i | 21 | -17 | -7 | i | 0.1 | i | -5 | -0.1% | 3.2 | 1.8 | 2.6 | -0.7 | 1495 | -0.98 | 1660 |

Assay outcomes as filed in PubChem BioAssay.
